STK33 kinase inh – inhibitors of human STK33 kinase; purified STK33, MBP phosphorylation, ADP-Glo luminescence; 0.073% of 320,000 active; inhibition, % at 10 µM; Q9BYT3;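 active means inhibition at or above 25%, using the most active replicate where run in duplicate; inactive means inhibition below 25%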
Target sequence (Q9BYT3 whole entry, looked up): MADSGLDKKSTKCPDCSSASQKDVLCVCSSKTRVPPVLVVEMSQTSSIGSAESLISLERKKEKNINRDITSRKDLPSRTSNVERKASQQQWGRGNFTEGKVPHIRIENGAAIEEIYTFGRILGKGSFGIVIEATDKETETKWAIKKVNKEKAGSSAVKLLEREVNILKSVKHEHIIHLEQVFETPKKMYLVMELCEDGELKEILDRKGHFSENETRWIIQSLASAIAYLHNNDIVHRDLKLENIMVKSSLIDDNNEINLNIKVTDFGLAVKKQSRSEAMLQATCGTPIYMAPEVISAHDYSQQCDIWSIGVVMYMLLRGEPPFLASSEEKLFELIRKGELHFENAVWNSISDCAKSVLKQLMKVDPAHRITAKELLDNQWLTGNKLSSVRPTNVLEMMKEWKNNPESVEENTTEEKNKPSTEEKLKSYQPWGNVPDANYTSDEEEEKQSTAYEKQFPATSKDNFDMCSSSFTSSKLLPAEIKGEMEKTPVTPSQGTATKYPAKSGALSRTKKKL
OX1R FRET antag – blocks the human orexin 1 receptor | O43613 | 1.8% of 330,000 active | OX1R-expressing cells, FRET antagonist read-out | inhibition, % at 6.6 µM; in the data active means inhibition mostly above about 38%, no sharp cut-off; inactive means mostly below about 40%;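 further: 0% = agonist challenge alone and 100% = reference antagonist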
Target sequence (O43613 whole entry, looked up): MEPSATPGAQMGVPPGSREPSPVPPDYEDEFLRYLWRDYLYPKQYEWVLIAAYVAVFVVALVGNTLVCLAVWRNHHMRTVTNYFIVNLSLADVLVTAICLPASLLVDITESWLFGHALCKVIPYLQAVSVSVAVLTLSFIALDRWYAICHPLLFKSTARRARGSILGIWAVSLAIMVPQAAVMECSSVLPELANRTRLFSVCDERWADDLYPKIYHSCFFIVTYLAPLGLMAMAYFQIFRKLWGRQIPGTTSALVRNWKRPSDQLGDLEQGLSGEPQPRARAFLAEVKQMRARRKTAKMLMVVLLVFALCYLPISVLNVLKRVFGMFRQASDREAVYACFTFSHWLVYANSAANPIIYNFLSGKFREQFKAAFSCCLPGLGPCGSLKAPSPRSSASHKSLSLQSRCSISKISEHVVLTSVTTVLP
KCNQ2 inh – KCNQ2 potassium channel inhibitors, primary screen, cell-based, CHO-K1, FluxOR thallium flux, B-score (AID 2156); 20 min; active compounds read low; B-score at 10 µM; O88943; 1.1% of 310,000 active;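 active means fluorescence ratio B-score at most minus 3 library SDs, with starting brightness B-score within 2 library SDs, cut at about -5.5 in these data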
* hit, by the source's call; i = inactive; · = not tested or not shown.

SMILES | STK33 kinase inh | OX1R FRET antag | KCNQ2 inh
Cc1nc2ccc(S(=O)(=O)NCC(=O)NCCN3CCCCCC3)cc2s1 | 0.4 | 25.7 | i
COCCCn1c(C)cc(C(=O)CN2c3cccc4cccc(c34)S2(=O)=O)c1C | 0.6 | 4.8 | ·
Cc1cc(OC(C)C(=O)NCCCN2CCCC2=O)c2c(C)c(C)c(=O)oc2c1 (stereo not given) | 0.3 | 38.1 | i
CC(C)c1nnc2c(N(C)S(=O)(=O)c3ccccc3)nc3ccccc3n12 | -0.5 | 11.9 | i
COc1ccc(-c2cc(C(=O)N/N=C(\C)c3cccnc3)c3ccccc3n2)c(OC)c1 | -1.2 | 8.4 | i
CC1CCCN(CC(O)COC(c2ccccc2)c2ccccc2)C1 (stereo not given) | 0.6 | 26.4 | i
CSc1nc(NCc2ccccc2)c2c3c(sc2n1)CN(C)CC3 | -0.9 | 4.4 | i
O=C1c2cccc3cc(Br)cc(c23)C(=O)N1Nc1ccccc1 | -0.9 | 23.7 | i
Cc1ccc(C(C)(C)C)cc1S(=O)(=O)N1CC(=O)Nc2ccccc21 | -2.3 | 38.1 | i
COc1ccccc1C(=O)Nc1nc(-c2ccc(S(=O)(=O)N3CCOCC3)cc2)cs1 | -1.7 | 88.9* | i
C#CC(C)(CC)NC(=O)c1cc(OC)c(OC)c(OC)c1 (stereo not given) | -2.7 | 5.7 | i
CSCCC(NC(=O)c1ccco1)C(=O)OCC(=O)N(Cc1ccccc1)C(C)(C)C (stereo not given) | -1.8 | 21.8 | i
O=C(C1CCN(S(=O)(=O)c2cnc[nH]2)CC1)N(CCc1ccccc1)Cc1ccccc1 | 2.7 | 11.3 | i
Cc1ccc(C)c(C(=O)COC(=O)c2cc([N+](=O)[O-])ccc2NCCO)c1 | -0.9 | 25.3 | i
COCCOc1cc(Nc2nnc(C(F)(F)F)s2)c(Cl)cc1Cl | -1.2 | 21.5 | i
Cc1cccc(NS(=O)(=O)c2cccs2)n1 | -2.1 | 6.5 | i
O=C(COC(=O)c1n[nH]c2ccccc12)NC(=O)NCc1ccco1 | 0.5 | 14.5 | i
CC(C)CC(=O)Nc1ccc(C(=O)Cn2c(=O)oc3ccccc32)cc1 | -0.3 | 14.8 | i
C/C(=N\Nc1ccc(Cl)c(C(=O)O)c1)c1ccc[nH]1 | 0.5 | 1.7 | i
COc1ccc(NC(=O)c2csc(Cc3ccc(Cl)cc3)n2)cc1 | -0.9 | 14.2 | i
CCN(CC(=O)Nc1c(F)cccc1F)C(=O)CSc1ccc(F)cc1 | -1.2 | 15.0 | i
COc1ccc(C(CNC(=O)c2cc(S(=O)(=O)N3CCN(c4ccccc4)CC3)ccc2Cl)N(C)C)cc1 (stereo not given) | -1.3 | 8.8 | ·
Nc1nc(CSc2nc3ccccc3[nH]2)nc(N2CCOCC2)n1 | 0.0 | 18.1 | i
CC1=NN(C(=O)c2ccccc2Cl)C(O)(c2cccnc2)C1 (stereo not given) | 0.8 | 6.3 | i
C[C@@H](NC(=O)c1nc[nH]c1C(=O)N[C@H](C)c1ccccc1)c1ccccc1 | -1.1 | 4.7 | ·
O=c1c(-c2cnn(-c3ccccc3)c2)coc2cc(O)ccc12 | 0.2 | 35.4 | i
COc1ccc(CNCCCO)cc1OC | 1.1 | -1.9 | i
Cc1nc(-c2ccccc2)sc1C1(C)CC(c2ccccc2F)=NO1 (stereo not given) | 3.7 | 28.3 | i
CCn1c(C)csc1=NC(=O)c1ccccc1O | 4.0 | 95.0* | i
COc1ccccc1C(O)(c1ccccc1)C(CN1CCOCC1)c1ccccc1 (stereo not given) | -2.4 | 6.5 | i
CCOc1ccc(C(=O)NNC2CC(=O)N(CCc3ccccc3)C2=O)cc1OC (stereo not given) | 1.3 | 12.4 | i
CCSc1nnc(NC(=O)CSc2nccn2-c2cccc(C)c2C)s1 | 3.5 | 25.9 | i
COC(=O)c1sc(NC(=O)C2CCCCC2C(=O)O)c(C(=O)OC)c1C (stereo not given) | -0.5 | 9.6 | i
C#CCOCCOCCOCCNc1nc(N2CCN(C(=O)[C@H](C(C)C)n3cc(CCO)nn3)CC2)nc(N2CCN(C(=O)[C@H]([C@@H](C)CC)n3cc(CCCN=C(N)N)nn3)CC2)n1 | -0.7 | 17.9 | i
COc1ccc(OC)c(C(=O)c2ccc(C(=O)O)cc2)c1 | -1.5 | 16.4 | i
CCSc1nc2c(cnn2-c2ccc(C)cc2)c(=O)[nH]1 | 0.4 | 4.3 | i
O=C(CCNS(=O)(=O)c1ccc2c(c1)CCC(=O)N2)Nc1ccc2c(c1)OCCO2 | -0.6 | -2.2 | i
CCS(=O)c1ccccc1C(=O)OCC(=O)N1CCC(c2ccccc2)=N1 (stereo not given) | -2.2 | 5.7 | ·
CC(=O)Oc1ccc(C(=O)Cc2ccccn2)c(O)c1 | -0.5 | 15.5 | i
Cc1ccc(-n2nnnc2SCC(N)=O)c(C)c1 | -0.3 | 1.2 | i
COC(=O)C1(Cc2cc(-c3cccnc3)no2)CCN(C(=O)OC(C)(C)C)CC1 | -1.0 | 23.1 | i
CC(O)CNc1nc2c(c(=O)n(Cc3ccc(Cl)c(Cl)c3)c(=O)n2C)n1C (stereo not given) | -2.3 | 20.5 | i
CCOC(=O)N1CCN(C(=O)c2cccc(OC)c2OC)CC1 | -2.4 | 11.9 | i
O=C(CN1CCN(c2ccccc2)CC1)Nc1ccc(F)cc1 | -1.9 | 4.3 | i
CC1CCCN(S(=O)(=O)c2ccc(C(=O)Nc3nnc(-c4ccccn4)o3)cc2)C1 (stereo not given) | -2.1 | 19.2 | i
O=C(c1ccc(Cl)cc1)N1CCc2ccccc21 | -1.1 | 19.0 | i
CC(=O)c1cccc(N2C(=NC(=O)C(C)C)SC3CS(=O)(=O)CC32)c1 (stereo not given) | -1.4 | 11.5 | i
COc1cc([N+](=O)[O-])ccc1NC(=O)COC(=O)c1c[nH]c(=O)[nH]c1=O | 0.9 | 22.7 | ·
COc1ccc2nc(NC(=O)c3ccccc3O)sc2c1 | -1.7 | 6.8 | i
CCC(C)[C@H](NC(=O)N1CCCCCC1)C(=O)O (stereo not given in full) | 0.1 | 9.3 | i
Cc1cccc(C)c1NC(=O)C(=O)NCc1ccccn1 | 0.4 | 5.9 | i
COc1ccc(S(=O)(=O)Nc2ncccn2)cc1 | 0.1 | 9.2 | i
O=C(Cn1cc(C(F)(F)F)ccc1=O)Nc1cc(S(=O)(=O)N2CCOCC2)ccc1Cl | -1.5 | 7.3 | i
Cc1ccc(S(=O)(=O)NC(C)C(=O)NC2CC2)cc1 (stereo not given) | 0.3 | · | i
CC(C)c1nc(CNC(=O)CCc2nnc(-c3ccsc3)o2)cs1 | 12.7 | 0.6 | i
COC(=O)C1=C(C)OC(N)=C(C#N)C1c1cc2cccc(C)c2nc1Cl (stereo not given) | -1.2 | 13.3 | i
CC1(C)C(C=C(Cl)Cl)C1C(=O)Nc1ccc([N+](=O)[O-])cc1 (stereo not given) | 0.4 | 28.7 | ·
C=CCn1c(C(C)NC(=O)CC)nc2ccccc21 (stereo not given) | 0.8 | 11.2 | i
S=c1[nH]nc2c3c4c(sc3ncn12)CCCC4 | 5.1 | 27.4 | i
CCCOc1ccc(CN2CCOCC2)cc1OC | 0.2 | 12.1 | i

Whole records, looked up by structure.
Entry for CC(C)c1nc(CNC(=O)CCc2nnc(-c3ccsc3)o2)cs1 : STK33 kinase inh = 12.7; OX1R FRET antag = 0.6; KCNQ2 inh = i
Entry for C[C@@H](NC(=O)c1nc[nH]c1C(=O)N[C@H](C)c1ccccc1)c1ccccc1 : STK33 kinase inh = -1.1; OX1R FRET antag = 4.7; KCNQ2 inh = ·
Entry for C#CCOCCOCCOCCNc1nc(N2CCN(C(=O)[C@H](C(C)C)n3cc(CCO)nn3)CC2)nc(N2CCN(C(=O)[C@H]([C@@H](C)CC)n3cc(CCCN=C(N)N)nn3)CC2)n1 : STK33 kinase inh = -0.7; OX1R FRET antag = 17.9; KCNQ2 inh = i

OX1R FRET antag, entries above that show a hit.
SMILES | STK33 kinase inh | OX1R FRET antag | KCNQ2 inh
COc1ccccc1C(=O)Nc1nc(-c2ccc(S(=O)(=O)N3CCOCC3)cc2)cs1 | -1.7 | 88.9* | i
CCn1c(C)csc1=NC(=O)c1ccccc1O | 4.0 | 95.0* | i

New compounds follow
SMILES | STK33 kinase inh | OX1R FRET antag | KCNQ2 inh
C=CCn1c(SCC(=O)N(CCO)CCO)nc2sc3c(c2c1=O)CCC3 | 0.4 | 0.8 | i
CCOC(=O)c1c(C)[nH]c(C(=O)CN2CC(C)OC(C)C2)c1C (stereo not given) | -1.3 | 5.5 | i
COc1cccc(CNc2nccs2)c1O | 0.4 | 6.7 | i
N#Cc1c(SCC(=O)Nc2nccs2)nc2c(c1-c1ccco1)CCCC2 | -1.4 | 17.6 | i
COC(=O)C(C)Oc1ccc2c(c1)O/C(=C\c1cccc(Br)c1)C2=O (stereo not given) | -1.7 | 1.4 | i
Cc1ccc(N(CC(=O)NC(C)(C)C)C(=O)CS(=O)CC(=O)Nc2ccc(F)cc2)cc1 (stereo not given) | -0.5 | 29.2 | i
CCn1c(SCC(=O)Nc2cccc(C)c2)nc2c(c1=O)SC(C)C2 (stereo not given) | -1.0 | 17.3 | i
CCN(CC)S(=O)(=O)c1ccc2c3c(cccc13)C(=O)S2 | -0.3 | -0.3 | i
Cc1cc(Cl)ccc1-n1c(-c2cccnc2)n[nH]c1=S | -2.1 | 7.8 | i
COc1ccc(O)c(C(=O)c2cnn(C(=O)c3cccc(S(=O)(=O)N4CCOCC4)c3)c2)c1 | -2.2 | 17.0 | i
Cc1nc(-c2cccc(NC(=O)c3ccco3)c2)cs1 | -0.2 | · | i
Cc1cc(NC(=O)COC(=O)C2=COCCO2)c([N+](=O)[O-])cc1C | 0.1 | 36.4 | i
O=C(COC(=O)/C=C/c1ccc(OC(F)F)cc1)Nc1ccc(S(=O)(=O)N2CCCC2)cc1 | -1.5 | 12.8 | i
O=C(CCN1C(=O)C2C3C=CC(C3)C2C1=O)Nc1c(F)cc(F)cc1Br (stereo not given) | -1.5 | 4.9 | i
CC(OC(=O)c1cccs1)C(=O)NCc1ccc2c(c1)OCO2 (stereo not given) | -2.6 | 3.3 | i
COCC(=O)Nc1nnc(Cc2ccc(OC)c(OC)c2)s1 | -1.7 | 15.7 | i
O=C(NCCc1ccccc1)/C(=C\c1ccccc1)NC(=O)c1ccco1 | -1.3 | 13.4 | i
COc1ccccc1CNC(=O)COC(=O)c1cc([N+](=O)[O-])ccc1N1CCOCC1 | -0.9 | 36.7 | i
Cc1ccnc(NC(=O)c2ccc(Cl)c(NC(=O)CCc3ccccc3)c2)c1 | -0.6 | 25.2 | i
CCOc1ccc(NC(C)c2cc(Cl)ccc2O)cc1 (stereo not given) | -0.1 | 12.3 | i
O=C(c1ccc(=O)[nH]c1)N(Cc1ccco1)C1(C(=O)NC2CCCC2)CCCCC1 | -3.5 | 11.7 | i
COC(=O)c1sc(NC(=O)/C=C/c2ccc(C)cc2)nc1C | -3.0 | 5.4 | i
CCOc1cc(C2NC(=S)NC(C)=C2C(=O)Nc2ccccc2)ccc1O (stereo not given) | -1.4 | 15.7 | i
CC(Sc1n[nH]c(N)n1)c1nc2scc(-c3cccs3)c2c(=O)[nH]1 (stereo not given) | · | 7.5 | i
O=C(CSc1nnc(SCc2ccccc2)s1)N/N=C/c1ccc(C(=O)O)cc1 | -1.4 | 10.0 | i
CCOc1ccc(-c2ccc(/C=C3/C(=N)N4C(C)=CSC4=NC3=O)o2)c([N+](=O)[O-])c1 | 0.4 | 9.7 | i
COc1ccc(Cn2nnnc2CN(Cc2cc3cccc(C)c3[nH]c2=O)C2CCCC2)cc1 | -1.9 | 32.9 | i
CC1CC(C)CN(S(=O)(=O)c2ccc(C(=O)NNC(=O)c3ccccc3F)cc2)C1 (stereo not given) | -0.9 | 4.2 | ·
O=C(CSCc1ccc(Cl)cc1)c1ccco1 | 0.4 | 21.7 | i
Cc1onc(-c2ccccc2Cl)c1C(=O)Nc1cc(=O)n(C)c(=O)n1C | 0.6 | 10.2 | i
CC(=O)Nc1ccc(/C=N/NC(=O)CCN2CCN(c3ccccc3)CC2)cc1 | -1.8 | 15.8 | i
CCN(C(=O)c1cn(C)c(=O)c2cc(OC)c(OC)cc12)c1ccccc1C | 0.1 | 15.3 | ·
CCOc1ccc(CNC(c2ccccc2)c2ccccc2)cc1 | -0.8 | 2.1 | i
CC(C)C[C@H]1CN=C(N(C)C)N1CC(C)C | -0.3 | 1.6 | ·
CNC(=O)n1ccc(C(=O)N2CCCCC2)n1 | -1.2 | 15.4 | i
CCCN(CC(=O)Nc1ccccc1C)C(=O)CCl | -3.7 | 2.9 | i

Arranged by value in STK33 kinase inh (lowest first): three from the list above.
SMILES | STK33 kinase inh | OX1R FRET antag | KCNQ2 inh
CCCN(CC(=O)Nc1ccccc1C)C(=O)CCl | -3.7 | 2.9 | i
CNC(=O)n1ccc(C(=O)N2CCCCC2)n1 | -1.2 | 15.4 | i
CC(C)C[C@H]1CN=C(N(C)C)N1CC(C)C | -0.3 | 1.6 | ·

Additional compounds follow:
SMILES | STK33 kinase inh | OX1R FRET antag | KCNQ2 inh
COCCN1CCN(C(=O)C2CCC(=O)N(CCCc3ccccc3)C2)CC1 (stereo not given) | -2.1 | 19.5 | i
O=S(=O)(Nc1cccc(-n2cnnn2)c1)c1ccccc1F | -0.6 | 9.8 | i
O=C(Cn1c(NCCCO)nc2ccccc21)c1ccc(F)cc1 | -1.0 | 14.4 | i
CC(Oc1cccc(Cl)c1)C(=O)Nc1ccc(S(=O)(=O)NC2=NCCCCC2)cc1 (stereo not given) | -0.6 | 4.9 | i

High-throughput results as filed in PubChem.
